STK33 inh – human STK33 kinase inhibition | ADP-Glo luminescence, MBP substrate | 27,000 tested, 0.44% active | AID 2322 | inhibition, % at 12.5 µM | Q9BYT3; in the data active = inhibition above about 20%
Target sequence (Q9BYT3 whole entry, looked up): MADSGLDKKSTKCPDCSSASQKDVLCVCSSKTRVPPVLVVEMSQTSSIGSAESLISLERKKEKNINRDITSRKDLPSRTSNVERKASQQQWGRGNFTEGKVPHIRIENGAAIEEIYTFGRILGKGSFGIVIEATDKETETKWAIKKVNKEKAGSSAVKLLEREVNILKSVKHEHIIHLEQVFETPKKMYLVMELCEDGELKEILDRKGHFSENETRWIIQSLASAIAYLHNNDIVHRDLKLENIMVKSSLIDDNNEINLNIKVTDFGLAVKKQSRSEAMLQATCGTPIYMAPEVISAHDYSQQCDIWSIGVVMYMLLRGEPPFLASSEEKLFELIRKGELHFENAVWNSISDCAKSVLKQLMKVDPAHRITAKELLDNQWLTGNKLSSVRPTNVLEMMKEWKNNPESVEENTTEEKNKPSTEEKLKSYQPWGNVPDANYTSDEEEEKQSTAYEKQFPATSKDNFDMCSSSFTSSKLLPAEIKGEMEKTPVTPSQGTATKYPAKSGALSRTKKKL
mut p53 react – re-activators of the mutant p53 pathway; SW480 PUMA-promoter luciferase, p53 mutant reactivation; activation, % at 9.98 µM; 28,000 tested, 1.5% active; AID 624151; in the data active = activation above about 52%
The depositor's hits bear a star; / = no result given. These rows are one share of the data, so the mix of outcomes need not match the whole.

nr	compound	STK33 inh	mut p53 react
1	C[C@@H]1CCCCO[C@H](CN(C)C(=O)Nc2ccc(F)cc2)[C@@H](C)CN([C@H](C)CO)C(=O)c2cc(NS(=O)(=O)c3cccs3)ccc2O1	-9	/
2	Cc1ccc(C)c(NC(=O)CSc2nnc(-c3ccc(N)cc3)n2C)c1	-2	0
3	COc1ccc(-c2coc3cc(O[C@@H]4O[C@H](CO)[C@@H](O)[C@H](O)[C@H]4O)ccc3c2=O)cc1	2	11
4	Cc1noc(C)c1NC(=O)N(C)C[C@H]1Oc2ccc(NC(=O)C3CC3)cc2C(=O)N([C@H](C)CO)C[C@H]1C	/	5
5	O=C(NC(=S)Nc1ccc(Cl)c(C(=O)O)c1)c1cccc(COc2ccccc2)c1	-1	2
6	C[C@@H]1CN([C@@H](C)CO)C(=O)c2cc(NC(=O)C3CCCCC3)ccc2O[C@H]1CN(C)Cc1ccc(C(=O)O)cc1	2	/
7	COCCSc1nnc(NC(=O)c2sc3ccccc3c2Cl)s1	-1	67*
8	C[C@H](CO)N1C[C@H](C)[C@H](CN(C)Cc2cccnc2)OCc2cn(nn2)CCCC1=O	0	/
9	C[C@@H]1CN([C@@H](C)CO)C(=O)CCCn2cc(nn2)CO[C@@H]1CN(C)C(=O)Nc1cccc(C(F)(F)F)c1	4	0
10	CC(C)NC(=O)N(C)C[C@@H]1Oc2ccc(NC(=O)c3ccncc3)cc2CC(=O)N([C@@H](C)CO)C[C@@H]1C	1	/
11	O=c1[nH]c(CSCCO)nc2c1C1(CCCCC1)Cc1ccccc1-2	-2	14
12	C[C@H]1CN([C@@H](C)CO)C(=O)c2cccc(NC(=O)c3ccc(-c4nccs4)cc3)c2O[C@@H]1CN(C)C(=O)Nc1ccccc1	/	7
13	COCCOC(=O)N1C(=O)[C@@]2(c3cc(C#CC4(O)CCCCCC4)ccc31)[C@H](C(=O)N1CCN(c3ncccn3)CC1)[C@H]1C(=O)O[C@H](c3ccccc3)[C@H](c3ccccc3)N1[C@@H]2c1ccc(O)cc1	-1	/
14	COCCNC(=O)C[C@H]1C[C@H]2c3cc(NC(=O)c4cccnc4)ccc3O[C@H]2[C@@H](CO)O1	/	14
15	Cc1ccc(S(=O)(=O)N(C)C[C@H]2Oc3ccc(NC(=O)Cn4cnnn4)cc3CC(=O)N([C@H](C)CO)C[C@H]2C)cc1	0	/
16	C[C@H](CO)N1C[C@H](C)[C@@H](CN(C)C(=O)NC2CCCCC2)Oc2c(NC(=O)NC3CCCCC3)cccc2C1=O	/	0
17	CNC[C@@H]1OCCCC[C@@H](C)Oc2ccc(NC(=O)CCC(F)(F)F)cc2C(=O)N([C@H](C)CO)C[C@@H]1C	-1	/
18	C[C@@H]1CN([C@@H](C)CO)C(=O)c2cccc(NS(=O)(=O)c3ccccc3)c2O[C@@H]1CN(C)C(=O)Nc1ccccc1	/	3
19	COc1ccc(CN(C)C[C@@H]2Oc3ccc(NC(=O)Nc4ccc(F)cc4)cc3CC(=O)N([C@H](C)CO)C[C@@H]2C)cc1	-2	-1
20	COc1ccc(NC(=O)N(C)C[C@@H]2Oc3ccc(NC(=O)CCN4CCOCC4)cc3C(=O)N([C@@H](C)CO)C[C@@H]2C)cc1	0	/

Retrieved by compound from the entries so far, four records:
nr	compound	STK33 inh	mut p53 react
9	C[C@@H]1CN([C@@H](C)CO)C(=O)CCCn2cc(nn2)CO[C@@H]1CN(C)C(=O)Nc1cccc(C(F)(F)F)c1	4	0
14	COCCNC(=O)C[C@H]1C[C@H]2c3cc(NC(=O)c4cccnc4)ccc3O[C@H]2[C@@H](CO)O1	/	14
2	Cc1ccc(C)c(NC(=O)CSc2nnc(-c3ccc(N)cc3)n2C)c1	-2	0
19	COc1ccc(CN(C)C[C@@H]2Oc3ccc(NC(=O)Nc4ccc(F)cc4)cc3CC(=O)N([C@H](C)CO)C[C@@H]2C)cc1	-2	-1

(next part)
nr	compound	STK33 inh	mut p53 react
21	C[C@@H]1CN([C@@H](C)CO)C(=O)Cc2cc(NC(=O)C3CC3)ccc2O[C@H]1CN(C)C	/	-4
22	C[C@H](CO)N1C[C@H](C)[C@H](CN(C)Cc2ccc3c(c2)OCO3)Oc2ccc(NS(=O)(=O)c3cccs3)cc2CC1=O	1	/
23	COc1cc(S(=O)(=O)Nc2cccnc2)ccc1F	0	-8
24	CC(Sc1ncnc2sc(-c3ccccc3)cc12)C(=O)Nc1cc(Cl)ccc1Cl (centres undefined)	0	-2
25	C[C@H](CO)N1C[C@H](C)[C@@H](CN(C)C(=O)Nc2cccc3ccccc23)Oc2ccc(N(C)C)cc2CC1=O	/	-6
26	Cc1ccc(NC(=O)COc2ccc(Br)cc2)cc1NC(=O)c1ccccc1	4	-6
27	C[C@@H]1CN([C@H](C)CO)C(=O)Cc2cc(NS(C)(=O)=O)ccc2O[C@H]1CN(C)CC1CC1	2	5
28	C[C@H]1CN([C@@H](C)CO)C(=O)Cc2cc(NS(=O)(=O)c3cccs3)ccc2O[C@@H]1CN(C)Cc1ccc2c(c1)OCO2	-7	/
29	CNC[C@H]1Oc2ccc(NC(=O)Nc3c(C)noc3C)cc2CC(=O)N([C@H](C)CO)C[C@@H]1C	/	-2
30	COC(=O)c1c(C)ncc2c1COC(C)OC2 (centres undefined)	/	-6
31	C/C=C/c1cnc2c(c1)C(=O)N([C@@H](C)CO)C[C@@H](C)[C@H](CN(C)C(=O)Cc1ccccn1)O2	/	4
32	Cc1ccc(S(=O)(=O)N(C)C[C@H]2Oc3ccc(NS(=O)(=O)c4cccs4)cc3CC(=O)N([C@H](C)CO)C[C@H]2C)cc1	-11	/
33	COc1ccc(S(=O)(=O)N(C)C[C@@H]2Oc3c(NC(=O)Nc4c(C)noc4C)cccc3C(=O)N([C@@H](C)CO)C[C@H]2C)cc1	/	-11
34	C[C@@H]1CN([C@@H](C)CO)C(=O)c2cc(NC(=O)Nc3ccc(F)cc3)ccc2O[C@@H]1CN(C)CC1CCCCC1	-1	/
35	O=c1c(-c2ccc(O[C@@H]3O[C@H](CO)[C@@H](O)[C@H](O)[C@H]3O)cc2)coc2c([C@@H]3O[C@H](CO)[C@@H](O)[C@H](O)[C@H]3O)c(O)cc(O)c12	0	10
36	Cc1noc(C)c1S(=O)(=O)N(C)C[C@@H]1OCCCC[C@@H](C)Oc2ccc(NC(=O)C3CCCCC3)cc2C(=O)N([C@H](C)CO)C[C@@H]1C	-4	/
37	COc1ccc(C(=O)NCCSc2ccccn2)cc1	0	-11
38	O=C(c1ccccc1)C(c1ccccc1)n1nnc2ccccc21 (centres undefined)	0	-7
39	Nc1cc(C(Cl)=C(Cl)Cl)c(S(N)(=O)=O)cc1S(N)(=O)=O	-1	/
40	COc1ccc(S(=O)(=O)Nc2ccc3c(c2)CC(=O)N([C@H](C)CO)C[C@H](C)[C@H](CN(C)C(=O)Nc2ccc(C(F)(F)F)cc2)O3)cc1	-1	/
41	COc1cccc(/C=C/c2cc(C(F)(F)F)[nH]c(=O)n2)c1OCC(=O)O	4	4
42	O=C(Nc1ccc(S(=O)(=O)NCC2CCCO2)cc1)c1cc(-c2ccccc2)nc2ccccc12 (centres undefined)	6	-7
43	C[C@@H]1CN([C@H](C)CO)C(=O)c2cc(/C=C/c3ccccc3)cnc2O[C@H]1CN(C)S(=O)(=O)c1cn(C)cn1	/	-1
44	C[C@@H]1CN([C@@H](C)CO)C(=O)c2cc(NC(=O)NC3CCCCC3)ccc2O[C@H]1CN(C)Cc1ccc(C(=O)O)cc1	1	6
45	C[C@H]1CN([C@@H](C)CO)S(=O)(=O)c2ccc(-c3cccc(F)c3)cc2O[C@@H]1CN(C)S(C)(=O)=O	/	6
46	COc1ccc(S(=O)(=O)N(C)C[C@@H]2OCc3cnnn3CCCC(=O)N([C@H](C)CO)C[C@H]2C)cc1	-5	/
47	Cc1ccc(-c2cc(-c3c(C)nn(C)c(=O)c3N)[nH]n2)cc1	/	86*
48	C[C@@H]1CN([C@H](C)CO)C(=O)c2cc(NC(=O)Nc3ccc(F)cc3)ccc2O[C@H]1CN(C)Cc1ccncc1	/	-8
49	CNC[C@@H]1Oc2ccc(NC(=O)C3CC3)cc2CC(=O)N([C@H](C)CO)C[C@H]1C	-2	-1
50	C[C@@H]1CN([C@@H](C)CO)C(=O)Cc2cc(NC(=O)Nc3ccc(F)cc3)ccc2O[C@@H]1CN(C)Cc1ccccc1	1	/
51	Cc1cccc(NC(=O)CSc2nc(-c3ccccc3)c(-c3ccccc3)[nH]2)c1C	0	-9
52	Cc1ccc(S(=O)(=O)Nc2ccc3c(c2)C(=O)N([C@H](C)CO)C[C@H](C)[C@H](CN(C)S(=O)(=O)c2ccc(Cl)cc2)OCCCC[C@@H](C)O3)cc1	3	/
53	Cc1noc(C)c1S(=O)(=O)N(C)C[C@@H]1Oc2ccc(NS(=O)(=O)c3cn(C)cn3)cc2C(=O)N([C@@H](C)CO)C[C@@H]1C	/	-6
54	Cc1noc(C)c1NC(=O)Nc1cccc2c1O[C@H](CN(C)C(=O)NC1CCCCC1)[C@H](C)CN([C@H](C)CO)C2=O	/	3
55	C[C@H]1CN([C@@H](C)CO)C(=O)Cc2cc(NC(=O)Cc3ccccc3)ccc2O[C@@H]1CN(C)Cc1ccncc1	-4	0
56	Cc1noc(C)c1NC(=O)Nc1ccc2c(c1)CC(=O)N([C@@H](C)CO)C[C@H](C)[C@H](CN(C)C(=O)NC1CCCCC1)O2	-1	/
57	O=C(NC1CCCC1)c1c(NC(=O)c2cc(-c3cccnc3)nc3ccccc23)sc2c1CCCC2	0	13
58	O=[N+]([O-])c1ccc(OCc2nc(-c3ccccn3)no2)cc1	5	-12
59	COC(=O)c1c(NC(=O)c2cc(-c3ccccn3)nc3ccc(Br)cc23)sc(C(=O)N(C)C)c1C	5	-4
60	C[C@H](CO)N1C[C@H](C)[C@H](CN(C)C(=O)Nc2ccc(C(F)(F)F)cc2)Oc2ccc(NS(C)(=O)=O)cc2CC1=O	2	1

Overlap with the part before: 4 compounds, followed by the next part.
nr	compound	STK33 inh	mut p53 react
57	O=C(NC1CCCC1)c1c(NC(=O)c2cc(-c3cccnc3)nc3ccccc23)sc2c1CCCC2	0	13
58	O=[N+]([O-])c1ccc(OCc2nc(-c3ccccn3)no2)cc1	5	-12
59	COC(=O)c1c(NC(=O)c2cc(-c3ccccn3)nc3ccc(Br)cc23)sc(C(=O)N(C)C)c1C	5	-4
60	C[C@H](CO)N1C[C@H](C)[C@H](CN(C)C(=O)Nc2ccc(C(F)(F)F)cc2)Oc2ccc(NS(C)(=O)=O)cc2CC1=O	2	1
61	C/C=C1\C(O[C@@H]2O[C@H](CO)[C@@H](O)[C@H](O)[C@H]2O)OC=C(C(=O)OC)C1CC(=O)OCC(O)c1ccc(O)c(O)c1 (some centres undefined)	-6	-16
62	CC(C)NC(=O)N(C)C[C@H]1OCCCC[C@@H](C)Oc2ccc(NS(=O)(=O)c3ccc(F)cc3)cc2C(=O)N([C@H](C)CO)C[C@@H]1C	0	/
63	O=C(CN1CCCCC1)Nc1sc2c(c1C(=O)Nc1ccccc1)CCCC2	0	/
64	C[C@H](CO)N1C[C@H](C)[C@@H](CN(C)Cc2ccc(C(F)(F)F)cc2)Oc2ccc(NC(=O)Nc3ccc4c(c3)OCO4)cc2C1=O	/	10
65	CNCCC(Oc1ccccc1OC)c1ccccc1 (centres undefined)	-2	/
66	Cc1ccc(C(C)C)c(OCCSc2ncnc3nc[nH]c23)c1	0	-11
67	COc1ccc(/C=C/C(=O)O[C@@H]2[C@@H](O)[C@@H](O)[C@H](O[C@@H]3C=C(CO)[C@H]4[C@H](O[C@@H]5O[C@H](CO)[C@@H](O)[C@H](O)[C@H]5O)OC=C[C@H]43)O[C@H]2C)cc1O	1	5
68	Cc1oc(-c2cc(Cl)cc(Cl)c2)cc1C(=O)NCc1ccco1	-1	-21
69	O=S(=O)(Nc1ccc(O)c(Sc2nc3ccccc3s2)c1)c1ccccc1	/	-22
70	C[C@H](CO)N1C[C@H](C)[C@H](CN(C)C(=O)Nc2ccccc2)Oc2c(NC(=O)c3ccc(-c4nccs4)cc3)cccc2C1=O	/	-7
71	C[C@@H]1CCCCO[C@H](CN(C)Cc2ccc3c(c2)OCO3)[C@@H](C)CN([C@H](C)CO)C(=O)c2cc(NS(C)(=O)=O)ccc2O1	-1	/
72	CCc1cc(Br)cc(C)c1NC(=O)CSc1nnc(-c2ccc(Cl)cc2)n1C	4	-15
73	[N-]=[N+]=Nc1ccccc1C[C@@]1(C(=O)NCCN2CCOCC2)N=C(c2ccc(OCCCO)cc2)O[C@@H]1c1ccccc1N=[N+]=[N-]	2	/
74	C[C@@H]1CCCCO[C@H](CN(C)Cc2ccccc2)[C@@H](C)CN([C@H](C)CO)C(=O)c2cc(NC(=O)NC3CCCCC3)ccc2O1	2	2
75	C[C@@H]1CCCCO[C@@H](CN(C)S(=O)(=O)c2cccs2)[C@@H](C)CN([C@@H](C)CO)C(=O)c2cc(NC(=O)CCCN(C)C)ccc2O1	/	7
76	C[C@H]1CN([C@@H](C)CO)C(=O)c2cc(NC(=O)Nc3ccc(C(F)(F)F)cc3)ccc2O[C@H]1CN(C)Cc1ccc(C(=O)O)cc1	-2	/
77	Cn1c(CN2CCOCC2)nnc1SCC(=O)Nc1sc2c(c1C#N)CCC(C(C)(C)C)C2 (centres undefined)	0	15
78	O=C(C[C@@H]1C[C@@H]2c3cc(NC(=O)c4cccnc4)ccc3O[C@@H]2[C@@H](CO)O1)NCc1cc(F)ccc1F	/	13
79	O=C(O)CN(Cc1ccccc1Cl)S(=O)(=O)c1ccc(Br)cc1	-2	-14
80	Cc1cc(C(=O)Nc2cccc3c2O[C@@H](CN(C)Cc2ccc(C(F)(F)F)cc2)[C@H](C)CN([C@H](C)CO)C3=O)n(C)n1	/	-4
81	Cc1noc(C)c1NC(=O)N(C)C[C@H]1Oc2ccc(NC(=O)C3CC3)cc2CC(=O)N([C@@H](C)CO)C[C@@H]1C	2	3
82	COc1c(C2OCC(O)C(O)C2O)c(O)cc2oc(-c3ccc(OC4OC(C)C(O)C(O)C4O)cc3)cc(=O)c12 (centres undefined)	-1	-4
83	Cc1ccc(C2C(C#N)=C(N)OC(C3CC3)=C2C#N)cc1 (centres undefined)	-3	/

Assay outcomes deposited in PubChem BioAssay by Broad Institute.
